JMJD2A Tudor – inhibitors of human JMJD2A Tudor domain | AlphaScreen JMJD2A-Tudor / H3K4me3 peptide binding | 390,000 compounds, 4.4% hits | AID 504339 | Potency, µM (doses to about 114 µM), inactives show at the highest dose activity change, negative = inhibition, actives largely listed as inhibitors | O75164; note: % is set by controls: 0 for no effect and ±100 for the full control effect; nearly all actives have a fitted effect of over 50% in size
BLM helicase inh – inhibitors of human Bloom syndrome helicase BLM | P54132 | Potency, µM (series often up to 56.1 µM), inactives show at the highest dose activity change, negative = inhibition, hits mostly inhibitors | recombinant BLM DNA unwinding, fluorescence dequenching | 350,000 compounds, 0.2% hits;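 note: plate controls were vehicle for no effect and no enzyme for full effect; nearly all actives have a fitted effect of over 35% in size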
Pol iota inh – inhibitors of human DNA polymerase iota | Pol iota fluorescent replication assay, 10 min | Potency, µM (doses to about 115 µM), without a hit: at the highest dose activity, negative = inhibition, most hits filed as inhibitors | 390,000 compounds, 1% hits
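Fluorescent replication assay read twice, at 0 min and 10 min after adding 50 nM (final) substrate. Enzyme (10 nM) and compounds were first incubated 15 min at room temperature; enzyme-free buffer wells were negative controls.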
APE1 inh – inhibitors of human APE1 endonuclease. 350,000 compounds, 0.35% hits. Potency, µM (highest dose often 65.8 µM), for the others: at the top dose activity change, negative = inhibition, usual class: inhibitors. recombinant APE1, TAMRA/BHQ-2 abasic DNA cleavage fluorescence;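 note: plate controls were vehicle for no effect and reference inhibitor for full effect; nearly all actives have a fitted effect of over 55% in size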
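APE1 at 0.75 nM final was preincubated with compound 15 min at room temperature, then 50 nM double-stranded THF abasic-site substrate (5'-TAMRA/3'-BHQ-2) was added. Fluorescence (ex 525/em 598 nm) was read kinetically; third-minus-first read gave activity.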
BAZ2B block – BAZ2B (human) inhibition | Q9UIF8 | AlphaScreen BAZ2B-H3K14Ac peptide displacement | Potency, µM (titrated, usually from 114 µM), for inactives: top-dose activity change, negative = inhibition, usual class: inhibitors | 360,000 compounds, 4.4% hits; note: % is set by controls: 0 for no effect and ±100 for the full control effect; nearly all actives have a fitted effect of over 60% in size
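BAZ2B (50 nM) with biotin-H3(5-23)K14Ac peptide (50 nM) in PBS pH 7.4, 0.01% Tween-20, preformed 30 min, then compound 30 min at room temperature; top concentration 110uM. AlphaScreen streptavidin donor/nickel chelate acceptor beads (10 ug/mL final), 20 min dark, signal read.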
G9a inh – inhibitors of human histone lysine methyltransferase G9a; Q96KQ7; G9a H3K9 monomethylation, AlphaScreen, 2 h; Potency, µM (series often up to 102 µM), for inactives: at the highest dose activity, negative = inhibition, most hits filed as inhibitors; 350,000 compounds, 8.8% hits; AID 504332; note: % is set by controls: 0 for no effect and ±100 for the full control effect; nearly all actives have a fitted effect of over 75% in size
Target sequence (Q96KQ7 913-1193 limits assumed): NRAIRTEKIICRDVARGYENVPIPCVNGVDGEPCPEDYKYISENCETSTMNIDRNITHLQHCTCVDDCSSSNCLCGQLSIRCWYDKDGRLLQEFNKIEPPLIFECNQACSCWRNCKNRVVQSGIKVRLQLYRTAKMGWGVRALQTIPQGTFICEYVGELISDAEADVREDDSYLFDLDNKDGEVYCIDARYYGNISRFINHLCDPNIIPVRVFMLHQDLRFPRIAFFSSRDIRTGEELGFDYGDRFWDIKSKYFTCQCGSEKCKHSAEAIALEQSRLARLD
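Chemiluminescent proximity detection of H3K9 monomethylation, read after 10 min bead incubation in the dark. Reaction: 20 nM G9a, 500 nM biotin-H3K9 peptide, 20 uM SAM cofactor, 2 h, room temperature, following 15 min enzyme-compound preincubation.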
POLK inh – inhibitors of human DNA polymerase kappa | purified Pol kappa, fluorescent DNA synthesis assay, 10 min | 400,000 compounds, 0.53% hits | Q9UBT6 | Potency, µM (series often up to 107 µM), without a hit: at the top dose activity, negative = inhibition, most hits filed as inhibitors; note: % is set by controls: 0 for no effect and ±100 for the full control effect
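Here, compound and 10 nM enzyme are combined for 15 min at room temperature; adding 50 nM substrate (final) starts DNA synthesis, tracked by fluorescence at 0 and 10 min against buffer-only wells.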
Pol beta inh – inhibitors of human DNA polymerase beta | P06746 | Pol beta primer extension/strand displacement, fluorescence kinetic | Potency, µM (top dose mostly 114 µM), inactives show top-dose activity change, negative = inhibition, actives largely listed as inhibitors | 340,000 compounds, 1.3% hits; note: % is set by controls: 0 for no effect and ±100 for the full control effect
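Homogeneous kinetic assay of primer extension and strand displacement by 10 nM Pol beta, preincubated 15 min at room temperature with compound before 50 nM substrate (final) was added. Read at 0 and 10 min; four-parameter Hill fit.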
POLH inh – inhibitors of human DNA polymerase eta; Q9Y253; recombinant Pol eta, fluorescent DNA replication assay; Potency, µM (series often up to 114 µM), without a hit: at the top dose activity change, negative = inhibition, hits mostly inhibitors; 390,000 compounds, 1.2% hits; AID 588591; note: % is set by controls: 0 for no effect and ±100 for the full control effect
Target sequence (Q9Y253 whole entry, looked up): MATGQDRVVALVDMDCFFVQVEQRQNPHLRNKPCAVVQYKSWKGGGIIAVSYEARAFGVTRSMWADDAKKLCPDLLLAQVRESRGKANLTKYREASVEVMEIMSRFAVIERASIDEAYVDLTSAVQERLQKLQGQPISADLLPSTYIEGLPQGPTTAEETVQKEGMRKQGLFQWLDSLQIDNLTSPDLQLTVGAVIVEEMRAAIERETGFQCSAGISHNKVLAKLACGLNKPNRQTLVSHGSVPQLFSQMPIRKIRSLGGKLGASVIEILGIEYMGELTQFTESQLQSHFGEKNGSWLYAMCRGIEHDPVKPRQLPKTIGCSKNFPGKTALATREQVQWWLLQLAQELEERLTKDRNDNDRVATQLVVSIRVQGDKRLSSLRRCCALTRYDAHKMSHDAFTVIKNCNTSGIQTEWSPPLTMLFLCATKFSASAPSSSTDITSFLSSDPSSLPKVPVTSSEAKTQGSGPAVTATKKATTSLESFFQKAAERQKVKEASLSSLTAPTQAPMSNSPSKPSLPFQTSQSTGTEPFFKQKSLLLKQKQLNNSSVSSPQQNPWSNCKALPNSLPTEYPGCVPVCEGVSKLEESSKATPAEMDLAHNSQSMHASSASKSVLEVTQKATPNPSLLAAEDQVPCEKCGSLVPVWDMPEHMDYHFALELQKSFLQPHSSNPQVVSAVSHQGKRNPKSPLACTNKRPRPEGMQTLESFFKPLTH
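Fluorescent replication assay: 50 nM final substrate added after a 15 min room-temperature compound preincubation with 10 nM enzyme. Signal taken at 0 min and again at 10 min.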
Numbers without * were called inactive; [ ] = remark or other dose. Calls come from the whole dose curve; as a rule, active = well fitted curve in the direction sought with a large enough effect; inconclusive = small, poorly fitted or top-dose-only effect, or another doubt; inactive = no such curve, though single readings can be large; an effect the other way counts as inactive or inconclusive. Potency is the fitted concentration of half-maximal effect. This is a subset, so the mix of outcomes need not match the whole.

Results for N#Cc1c(N)c(C(=O)c2ccccc2)n2c1CCCC2 ?
JMJD2A Tudor: -20.1%; BLM helicase inh: -1.1%; Pol iota inh: 33.6%[activator]; APE1 inh: 2.5%; BAZ2B block: -5.5%; G9a inh: inconclusive; POLK inh: 9.2%; Pol beta inh: 3.1%; POLH inh: -12.5%

How did CC1CC(C)CN(C(=O)c2nn(C)c3c2CS(=O)(=O)c2ccccc2-3)C1 (stereo not given) do in these assays?
JMJD2A Tudor: -6.1%; BLM helicase inh: -2.3%; Pol iota inh: -0.5%; APE1 inh: -1.6%; BAZ2B block: -8.0%; G9a inh: 11.7%; POLK inh: -13.8%; Pol beta inh: 15.5%; POLH inh: 7.9%

How did C/C(=N\NC(=O)CNc1ccccc1Cl)C(C)(C)C do in these assays?
JMJD2A Tudor: 13.2%; BLM helicase inh: -3.2%; Pol iota inh: 15.9%; APE1 inh: -2.6%; BAZ2B block: -15.4%[57.1 µM]; G9a inh: 35.3%[activator]; POLK inh: -13.9%; Pol beta inh: -0.2%; POLH inh: 2.4%

Results for CNC(=S)Nc1cc(OC)c(NC(=O)c2ccco2)cc1OC ?
JMJD2A Tudor: -13.9%; BLM helicase inh: -7.6%; Pol iota inh: 34.2%[activator]; APE1 inh: 3.3%; BAZ2B block: -4.8%; G9a inh: 4.4%; POLK inh: -14.9%; Pol beta inh: -19.3%; POLH inh: -5.3%

What do the screens show for `Cc1ccc(CNC(=O)C2CCC(CNS(=O)(=O)c3cccc4cccnc34)CC2)cc1` (stereo not given)?
JMJD2A Tudor: 5.1%; BLM helicase inh: -1.3%; Pol iota inh: 1.1%; APE1 inh: 61.0%[activator]; BAZ2B block: -1.2%; G9a inh: 17.3%[59 µM]; POLK inh: 11.1%; Pol beta inh: -0.3%; POLH inh: -14.3%

What do the screens show for `Cc1onc(NC(=O)CSCC(=O)O)c1Br`?
JMJD2A Tudor: -0.7%; BLM helicase inh: -2.2%; Pol iota inh: 11.7%; APE1 inh: 3.4%; BAZ2B block: inconclusive; G9a inh: -28.0%; POLK inh: -5.5%; Pol beta inh: 1.1%; POLH inh: 8.9%

How did Cc1cc(NC(=O)CSc2nc(-c3cccc(F)c3)nc3c2c(=O)n(C)c(=O)n3C)no1 do in these assays?
JMJD2A Tudor: -10.4%; BLM helicase inh: -6.0%; Pol iota inh: 3.2%; BAZ2B block: -1.2%; G9a inh: 3.4%[59 µM]; POLK inh: 0.5%[60.1 µM]; Pol beta inh: 14.5%; POLH inh: 1.3%

Results for Cc1ccc(N(C)S(=O)(=O)c2ccc3c(c2)NC(=O)C(C)S3)cc1 (stereo not given) ?
JMJD2A Tudor: -20.3%; BLM helicase inh: -4.3%; Pol iota inh: -3.1%; APE1 inh: -14.8%; BAZ2B block: inconclusive; POLK inh: -15.2%; Pol beta inh: 24.3%; POLH inh: -16.6%

Results for CCOc1ccc(C2C(C#N)=C(N)SC(N)=C2C#N)c(OCC)c1 ?
JMJD2A Tudor: inconclusive; BLM helicase inh: -0.2%; Pol iota inh: -2.2%; APE1 inh: -0.2%; BAZ2B block: -37.8%; G9a inh: 14.1µM*; POLK inh: -0.3%; Pol beta inh: 2.9%; POLH inh: -9.9%

How did C=CCN1CCN(Cc2cnc(Cl)s2)CC1 do in these assays?
JMJD2A Tudor: -6.0%; BLM helicase inh: 0.4%; Pol iota inh: 10.9%; APE1 inh: 4.4%; BAZ2B block: -4.3%; G9a inh: 7.4%[12.7 µM]; POLK inh: -18.6%; Pol beta inh: -7.4%; POLH inh: -2.4%

What do the screens show for `COCCNC(=O)C(c1ccco1)N(C(=O)Cn1nnc2ccccc21)c1cc(C)ccc1C` (stereo not given)?
JMJD2A Tudor: -21.4%[11.4 µM]; BLM helicase inh: 0.5%; Pol iota inh: inconclusive; APE1 inh: 0.1%; BAZ2B block: 0.5%; G9a inh: -16.7%; POLK inh: 2.3%; Pol beta inh: inconclusive; POLH inh: -14.2%

How did CCOc1ccc(C2c3c(oc4ccccc4c3=O)C(=O)N2c2nnc(C)s2)cc1OC (stereo not given) do in these assays?
JMJD2A Tudor: 0.3%; BLM helicase inh: -6.7%; Pol iota inh: -9.5%; BAZ2B block: -0.2%; G9a inh: 3.1%[59 µM]; POLK inh: 2.2%; Pol beta inh: 7.2%; POLH inh: -8.6%

Results for COc1ccccc1CNC(=O)CNC(=O)c1ccc(Br)o1 ?
JMJD2A Tudor: -4.9%; BLM helicase inh: -3.7%; Pol iota inh: -4.0%; APE1 inh: -5.9%; BAZ2B block: -4.0%; G9a inh: -3.6%[12.7 µM]; POLK inh: -4.4%; Pol beta inh: 38.5%; POLH inh: -18.7%

How did CC(Sc1nc(-c2ccccc2)cc(C(F)(F)F)n1)C(=O)N1CCOCC1 (stereo not given) do in these assays?
JMJD2A Tudor: -11.9%; BLM helicase inh: -0.2%; Pol iota inh: inconclusive; APE1 inh: 6.6%; BAZ2B block: 1.8%; G9a inh: -1.2%[59 µM]; POLK inh: -25.5%; Pol beta inh: 2.2%; POLH inh: -10.6%

Results for CCC(C)(C)NC(=O)C(c1ccc(O)cc1)N(CCOC)C(=O)CCC(=O)Nc1nccs1 (stereo not given) ?
JMJD2A Tudor: 10.7%; BLM helicase inh: -0.9%; Pol iota inh: 24.9%; APE1 inh: 3.2%; BAZ2B block: -34.3%; G9a inh: -0.8%; POLK inh: -3.4%; Pol beta inh: 16.1%; POLH inh: -6.4%

Results for COc1ccc(CNS(=O)(=O)CCNCc2ccco2)cc1 ?
JMJD2A Tudor: -23.0%; Pol iota inh: 13.3%; POLK inh: 0.1%; POLH inh: -10.6%

How did Cc1c(C(=O)OCc2nc3ccsc3c(=O)[nH]2)oc2ccccc12 do in these assays?
JMJD2A Tudor: -12.8%; Pol iota inh: 9.4%; APE1 inh: 2.7%; BAZ2B block: 5.3%; G9a inh: 11.6%[12.7 µM]; POLK inh: -9.4%; POLH inh: 6.5%

What do the screens show for `Cc1nc(NC(=O)COC(=O)C2=NNC(=O)CC2)c(Cl)cc1Cl`?
JMJD2A Tudor: inconclusive; BLM helicase inh: -4.9%; Pol iota inh: 8.4%; APE1 inh: 11.4%; BAZ2B block: 1.0%; G9a inh: -5.4%; POLK inh: -8.7%; Pol beta inh: 28.3%; POLH inh: 0.9%

How did Cc1cc(Cl)ccc1NC(=O)c1cccc(NC(=O)N2CCSc3ncccc32)c1 do in these assays?
JMJD2A Tudor: -14.1%; BLM helicase inh: -3.1%; Pol iota inh: 18.3%; BAZ2B block: -23.0%; G9a inh: inconclusive; POLK inh: -0.5%; Pol beta inh: -0.5%; POLH inh: -17.2%

What do the screens show for `Cc1ccc(Cn2nc(C)c(NC(=O)CCCn3nc(C)c([N+](=O)[O-])c3C)c2C)cc1`?
JMJD2A Tudor: -9.5%; BLM helicase inh: 2.3%; Pol iota inh: 11.8%; APE1 inh: 5.4%; BAZ2B block: -7.5%; G9a inh: 5.9%[59 µM]; POLK inh: -13.7%; Pol beta inh: -0.2%; POLH inh: -17.4%

Results for CC(C)(C)NC(=O)C(=O)N/N=C/c1ccc(Br)cc1 ?
JMJD2A Tudor: -12.2%; BLM helicase inh: -0.8%; Pol iota inh: 13.5%; APE1 inh: 2.0%; BAZ2B block: 2.6%; G9a inh: 9.6%[12.7 µM]; POLK inh: -8.5%; Pol beta inh: 2.9%; POLH inh: -9.4%

Results for CC(C)(C)OC(=O)N1CC=C2C(C#N)=C(N)C(C#N)(C#N)[C@H](c3cccnc3)[C@H]2C1 ?
JMJD2A Tudor: -2.8%; BLM helicase inh: -0.4%; Pol iota inh: 20.0%; APE1 inh: -2.4%; BAZ2B block: -0.9%; G9a inh: inconclusive; POLK inh: -11.1%; Pol beta inh: 0.5%; POLH inh: -9.3%

What do the screens show for `CCOc1ccc(NS(=O)(=O)c2c(C(=O)N3CCCCCC3)c(C)n(C)c2C)cc1`?
JMJD2A Tudor: -24.0%; BLM helicase inh: -2.1%; Pol iota inh: 19.0%; APE1 inh: 50.0%[activator]; BAZ2B block: -24.5%; G9a inh: -0.4%[59 µM]; POLK inh: -7.5%; Pol beta inh: 49.0%; POLH inh: 5.6%

Results for COc1cccc(CNC(=O)C2CCCN(c3nn4cc(-c5ccc(C)cc5)nc4s3)C2)c1 (stereo not given) ?
JMJD2A Tudor: -8.6%; BLM helicase inh: 4.8%; Pol iota inh: -13.8%; BAZ2B block: -1.6%; G9a inh: -1.2%[59 µM]; POLK inh: -1.4%; Pol beta inh: -1.5%; POLH inh: 2.1%

What do the screens show for `CCCCSc1nc(SCC(=O)NCc2ccco2)c2c3c(sc2n1)COC(C)(CC)C3` (stereo not given)?
JMJD2A Tudor: -5.3%; BLM helicase inh: -13.0%; Pol iota inh: inconclusive; APE1 inh: -8.3%; BAZ2B block: inconclusive; G9a inh: -8.5%[2.33 µM]; POLK inh: -0.1%; Pol beta inh: -68.8%; POLH inh: 6.6%

How did COc1ccccc1C(=O)NC1CCCCCCC1 do in these assays?
JMJD2A Tudor: 5.0%; BLM helicase inh: -2.0%; Pol iota inh: 6.3%; APE1 inh: 1.3%; BAZ2B block: 4.0%; G9a inh: -3.0%[59 µM]; POLK inh: -6.6%; Pol beta inh: -1.5%; POLH inh: 9.4%

What do the screens show for `CCN(CC)S(=O)(=O)c1ccc(N2CCCC2)c(NC(=O)c2c(-c3ccccc3)noc2C)c1`?
JMJD2A Tudor: -20.3%; BLM helicase inh: -3.2%; Pol iota inh: 22.8%; APE1 inh: -8.6%; BAZ2B block: -14.0%; G9a inh: 14.6%; POLK inh: -2.2%; Pol beta inh: 34.9%; POLH inh: -26.6%

How did CN(C)C(=O)C1CC(=O)OC12CCCCC2 (stereo not given) do in these assays?
JMJD2A Tudor: -9.3%; BLM helicase inh: -5.3%; Pol iota inh: 20.5%; APE1 inh: -1.4%; BAZ2B block: -2.8%; G9a inh: -7.8%; POLK inh: 6.0%; Pol beta inh: 3.7%; POLH inh: -15.9%
